# Bioassay records deposited in PubChem BioAssay by Broad Institute.
# PAX8 inh HTS – lowers PAX8-driven luciferase in RMG-I cells. RMG-I TPO-luciferase reporter, SteadyGlo, 24 h. inhibition, % at 12.6 µM. actives 1.2% (n = 360,000). AID 652154;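 active means mean replicate inhibition at least 60% with every replicate also reaching 60%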;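 further: luciferase light reporting Pax8 driven TPO promoter activity; plate controls were median of neutral control wells for no effect and mitoxantrone controls for full effect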
# LGR2 inh – inhibitors of bursicon-induced Drosophila LGR2 receptor cAMP signaling; actives 0.35% (n = 380,000); inhibition, % at 9.99 µM; HEK293 LGR2, CRE-luciferase, bursicon-stimulated, 4 h;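 active means drop in luminescence signal, shown as inhibition above about 50% in the replicate tests, limit read from the data, passing the limit was not always enough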;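 further: agonist challenge used bursicon conditioned medium at about half maximal strength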
# GSIS activator – GLuc luminescence reporter in INS-1E cells, primary screen for activators of glucose-dependent secretion of insulin; actives 0.61% (n = 370,000); INS-1E GLuc reporter insulin secretion, 2-3 h; activation, % at 16.6 µM;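 active means lowest replicate activation of at least 40%, so every replicate reaches that level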;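 further: 0% = median of neutral control wells and 100% = median of IBMX positive control wells; some compounds called inactive have numbers as strong as hits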
# * = called active by the depositor.
SMILES,PAX8 inh HTS,LGR2 inh,GSIS activator
CCOC(=O)CNC(=S)N1CCn2c(nc3ccccc32)C1,-1,4,9
COc1ccccc1/C=C/[C@@H]1C[C@H]2CN(Cc3cccc(Cl)c3)C(=O)[C@]23CCCN13,7,22,-6
O=C(Cc1ccc(NC(=O)C2CCN(C(=O)CCc3ccccc3)CC2)cc1)Nc1cccc(C(=O)N2CCCC2)c1,12,7,-18
Cc1ccc2c(c1)C(=O)N(CCCCO)C2=O,-5,-26,15
CCCNC(=O)N1CC2(CN(C(=O)C3CC3)C2)c2c([nH]c3cc(OC)ccc23)[C@H]1CO,-1,-5,9
Cc1cccc(C)c1-n1nnnc1C(c1ccnc2ccccc12)N1CCOCC1 (configuration not stated),-29,-6,3
CCOC(=O)C1=NOC2(C1)C(=O)Nc1ccc(OC)cc12 (configuration not stated),3,12,46
Cc1ccc(-c2nc3c(C)cc(Br)cn3c2Cc2ccccc2)cc1,20,0,-35
CC(=O)C(=Cc1cccc(C#N)c1)C(=O)c1ccccc1,-3,47,-6
C[C@H](O)[C@@H]1C(=O)N2CCc3c([nH]c4cccc(-c5ccccc5)c34)[C@@H]2C[C@@H]1N(C)C(=O)c1ccco1,-6,3,-8
Cc1cc(C(=O)CCl)c(C)n1-c1cccc(S(=O)(=O)N2CCOCC2)c1,0,5,-51
COc1cccc(CNC(=O)[C@H]2CCCN2C(=O)[C@H]2CCCN2C(=O)c2ccccc2C(F)(F)F)c1,5,-3,8

# Not a retest: entries from further up.
SMILES,PAX8 inh HTS,LGR2 inh,GSIS activator
CC(=O)C(=Cc1cccc(C#N)c1)C(=O)c1ccccc1,-3,47,-6
C[C@H](O)[C@@H]1C(=O)N2CCc3c([nH]c4cccc(-c5ccccc5)c34)[C@@H]2C[C@@H]1N(C)C(=O)c1ccco1,-6,3,-8

# Continuation.
SMILES,PAX8 inh HTS,LGR2 inh,GSIS activator
COc1ccc(-c2cc(-c3ccc(Cl)cc3)n[nH]2)c(O)c1,-134,-65,1
CCOC(=O)C1=C(c2ccccc2)NC(=O)NC1c1ccc(OC)cc1OC (configuration not stated),-20,5,6
COc1ccc(C2CC(=O)C(c3ccc(C(C)=O)cc3)=CN2Cc2ccccc2)cc1 (configuration not stated),2,-25,-1
O=C(N/C(=C/c1cccnc1)C(=O)N1CCOCC1)c1ccccc1,-16,12,4
O=C1COc2ccccc2C(c2nc3ccccc3[nH]2)N1C1CC1 (configuration not stated),-9,-14,-10
O=C(NCc1ccccc1Cl)[C@H]1CCCN1C(=O)[C@H]1CCCN1C(=O)c1ccc(Cl)cc1,-2,2,12
COc1cccc(-c2oc3c(c2C#CCCO)C(O)CCC3)c1 (configuration not stated),-7,10,4
COC(=O)c1cc2c(c3c4cc(OC)ccc4n(S(=O)(=O)c4ccccc4)c13)C(=O)N(Cc1ccc(C(F)(F)F)cc1)C2,-2,7,13
COC(=O)C1CCN(C(=O)Cn2nnc(-c3cccc(F)c3)n2)CC1,5,-6,-6
CCOC(=O)C1(CCCc2ccccc2)CCN(C2CCSCC2)CC1,20,3,-13
O=C(N/N=C/c1ccc(F)cc1)c1ccccc1,-189,-8,-4
O=C(CN1CCOCC1)N/N=C/c1ccc(C(=O)O)cc1,6,-26,-11
CC(C)CCOP(=O)(c1ccc(N(C)C)cc1)C(O)c1ccccc1 (configuration not stated),11,2,-8
O=C1NC[C@@H](CCCCN2C[C@H](Cc3ccc(O)cc3)N(CCc3ccccc3)C(=O)C2=O)N(CCc2ccc(O)cc2)C1=O,-21,-12,25
CCOC1CCc2c(C)nc(N)nc2S1 (configuration not stated),0,9,-4
c1ccc2c(C(c3nnnn3-c3ccc4c(c3)OCCO4)N3CCOCC3)ccnc2c1 (configuration not stated),9,8,0
c1ccc(C2=Nn3c(nnc3-c3ccco3)SC2)cc1,6,-2,45
CCCCCCCCN1C(=O)[C@H](CC(=O)N2CCCCC2)C[C@@]2(C(=O)OC)CCCCC=C12,-10,8,47*
COc1ccc(C(=O)NCC(=O)N=Nc2c(O)n(Cc3ccccc3)c3ccccc23)cc1OC,25,3,4
Cc1c(C(=O)O)sc2nc(SCC(=O)Nc3ccc(S(=O)(=O)NCCCC(=O)O)cc3)[nH]c(=O)c12,-3,-7,3
O=c1cc(CN2CCCC2)c2ccccc2o1,-8,24,-19
Cc1ccccc1N=C1NC(=O)/C(=C/c2cccn2-c2cccc(C(=O)O)c2)S1,-5,-22,4
O=C(/C=C/c1ccccc1)Nc1ccc(Br)cn1,-101,-57,6
COCc1cc(Sc2ccc(Cl)cc2)nc(C)n1,8,7,23
COc1cccc(N(C(=O)C2COc3ccccc3O2)C(C(=O)NC2CCCCC2)c2ccc(O)cc2)c1 (configuration not stated),14,36,-11
CC(=O)OCC(=O)NCC1CCN(C(=O)C(=O)c2cc3ccccc3o2)CC1,-7,-16,11
O=C(N[C@@H](Cc1cccnc1)C(=O)N1CCC[C@H]1C(=O)NCCc1ccccc1Cl)c1ccco1,10,7,-3
CC(c1ccon1)N(C)Cc1cn[nH]c1-c1ccc(-c2ccccc2)cc1 (configuration not stated),-25,-20,0
CCCCNC(=O)OC1CC2CC1[C@H]1CCCCN1C2=O (some centres not stated),-19,-8,17
Cc1ccc(S(=O)(=O)N2C(c3ccc(Cl)c(Cl)c3)CC=C(C(=O)O)C2c2ccc(Cl)cc2)cc1 (configuration not stated),8,10,8
Fc1ccc(NC(=S)N2CCN(c3ncccn3)CC2)cc1,-4,-1,1
O=C(CCC(=O)Nc1ccc(F)cc1)N/N=C/c1ccncc1,-10,-9,8
COc1ncc(-c2ccc(N3C(c4ccsc4)=Cc4ccc(F)cc4C3CC(=O)c3ccco3)cc2)cn1 (configuration not stated),7,11,12
O=C1CCCCC1CCS(=O)(=O)NCc1ccccc1 (configuration not stated),-8,-7,14
COC[C@@H](O)[C@H]1OCc2cc(OC)ccc2[C@@H]1/C=C/c1ccccc1,1,-12,-35
CCOC(=O)C1=CCN(S(=O)(=O)c2ccc(Br)cc2)C1c1ccc(Br)cc1 (configuration not stated),-7,13,-3
NC(=O)C1CCN(C(=O)CCc2nc3sc4c(c3c(=O)[nH]2)CCCC4)CC1,8,7,28
COc1ccc2c3c(n(C)c2c1)[C@H](CO)N(C(=O)C1CC1)CC31CCN(C(=O)c2ccncc2)CC1,-2,-21,36
CC1OC(C(C)(C)C)CC2=C1C(=O)OC(C)(C)O2 (configuration not stated),-27,-3,-3
CCCCN1CC(COc2ccc(OC)cc2)OCCS1(=O)=O (configuration not stated),-16,-1,-10
O=C(c1cc2cc([N+](=O)[O-])ccc2s1)N1CCCCC1,-27,-35,8
CCOC(=O)[C@]12CCC=C1N(Cc1cccc3ccccc13)C(=O)[C@H](CC(=O)N1CCCC1)C2,4,17,-19
COc1ccc(NC(=O)CCC(=O)OCc2ccc([N+](=O)[O-])cc2)cc1,17,7,13
CCN(CCn1cccn1)C(=O)CCc1nnc(CCCc2ccccc2)o1,-126,-38,8
Cc1cccc(C)c1NC(=O)C(c1ccncc1)N1CCN(CCN(C)C)CC1 (configuration not stated),-8,-19,8
C=CCn1c(O)c(N=Nc2ccccc2C)c2ccccc21,21,14,3
CCC(C)N(Cc1ccc(OC)cc1OC)S(=O)(=O)c1cc(Br)ccc1Br (configuration not stated),-6,-11,12
CCCNC(=O)N1CC2(CCN(CC3CC3)CC2)c2c(n(C)c3cc(OC)ccc23)[C@H]1CO,-16,10,8

# Shown with bars between the fields: part of the list above
mol | PAX8 inh HTS | LGR2 inh | GSIS activator
COc1ccc(NC(=O)CCC(=O)OCc2ccc([N+](=O)[O-])cc2)cc1 | 17 | 7 | 13
NC(=O)C1CCN(C(=O)CCc2nc3sc4c(c3c(=O)[nH]2)CCCC4)CC1 | 8 | 7 | 28

# Shown with two lines to a compound: 2 of the compounds above.
# Value order – PAX8 inh HTS, LGR2 inh, GSIS activator
- O=C(c1cc2cc([N+](=O)[O-])ccc2s1)N1CCCCC1
  -27, -35, 8
- Cc1cccc(C)c1NC(=O)C(c1ccncc1)N1CCN(CCN(C)C)CC1 (configuration not stated)
  -8, -19, 8

# Next entries
SMILES,PAX8 inh HTS,LGR2 inh,GSIS activator
COC(=O)C1C(=O)N(S(=O)(=O)c2ccc([N+](=O)[O-])cc2)c2ccccc21 (configuration not stated),-1,7,-6
CC(C)C[C@@H]1CN(CCCC[C@H]2CNC(=O)C(=O)N2CCC2CCCCC2)C(=O)C(=O)N1CCc1ccc(O)cc1,-1,-4,-7
NC(=O)c1ccc(-c2ccc(N3C(c4ccsc4)=Cc4ccc(F)cc4C3CC(=O)c3ccco3)cc2)cc1 (configuration not stated),52,-2,-12
O=C(CC1c2ccccc2C=C(c2ccsc2)N1c1ccc(-c2cccnc2)cc1)C1CC1 (configuration not stated),-5,-9,40
COC(=O)[C@]12CCCCC=C1N(Cc1ccc(Cl)cc1Cl)C(=O)[C@H](CC(=O)NCc1cccs1)C2,-24,14,-29
CCCCC[C@H](C)N1C[C@@H](COCc2ccccc2)Oc2cc(N3CC[C@@H](O)C3)ccc2S1(=O)=O,7,9,7
O=C(C[n+]1ccc2ccccc2c1)c1ccc2ccc3ccccc3c2c1,2,2,18
COc1ccc(S(=O)(=O)N2CCC3(CC2)CN(Cc2ccccc2OC)[C@@H](CO)c2[nH]c4cc(OC)ccc4c23)cc1,47,5,16
COC(=O)C1=C(C)N(Cc2ccccc2)C(=S)NC1c1ccc(Br)cc1 (configuration not stated),10,22,-14
CC(=O)C1=C(O)C(=O)N(Cc2ccccc2)C1c1ccc([N+](=O)[O-])cc1 (configuration not stated),-3,-1,-11
O=C(N/N=C/c1cccc(Oc2ccccc2)c1)c1cc[n+]([O-])cc1,-7,4,1
CCCCNC(=O)/C(C#N)=C/c1cccnc1,11,1,7
Cc1cc(C)c2c(=O)c(/C=C3\NC(=S)NC3=O)coc2c1,4,-10,-5
CC1CCCN(C(=O)Nc2ccc([N+](=O)[O-])cc2)C1 (configuration not stated),-16,-3,-19
C/C(=N\Nc1nc(C(=O)O)cs1)c1ccccc1,8,-10,20

# Gathered by group, those above containing bromine
SMILES,PAX8 inh HTS,LGR2 inh,GSIS activator
Cc1ccc(-c2nc3c(C)cc(Br)cn3c2Cc2ccccc2)cc1,20,0,-35
O=C(/C=C/c1ccccc1)Nc1ccc(Br)cn1,-101,-57,6
CCOC(=O)C1=CCN(S(=O)(=O)c2ccc(Br)cc2)C1c1ccc(Br)cc1 (configuration not stated),-7,13,-3
CCC(C)N(Cc1ccc(OC)cc1OC)S(=O)(=O)c1cc(Br)ccc1Br (configuration not stated),-6,-11,12
COC(=O)C1=C(C)N(Cc2ccccc2)C(=S)NC1c1ccc(Br)cc1 (configuration not stated),10,22,-14

# An excerpt; rates above refer to the full screens.
